High-throughput results as filed in PubChem BioAssay.
RECQ1 inh: RECQ1 (human) helicase inhibition; Potency, µM (titrated, usually from 57.3 µM), without a hit: at the top dose activity, negative = inhibition, hits mostly inhibitors; RECQ1 DNA unwinding, red fluorescence kinetic read; 240,000 tested, 0.54% active;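 note: plate controls were vehicle for no effect and no enzyme for full effect; nearly all actives have a fitted effect of over 30% in size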
Target sequence (P46063 whole entry, looked up): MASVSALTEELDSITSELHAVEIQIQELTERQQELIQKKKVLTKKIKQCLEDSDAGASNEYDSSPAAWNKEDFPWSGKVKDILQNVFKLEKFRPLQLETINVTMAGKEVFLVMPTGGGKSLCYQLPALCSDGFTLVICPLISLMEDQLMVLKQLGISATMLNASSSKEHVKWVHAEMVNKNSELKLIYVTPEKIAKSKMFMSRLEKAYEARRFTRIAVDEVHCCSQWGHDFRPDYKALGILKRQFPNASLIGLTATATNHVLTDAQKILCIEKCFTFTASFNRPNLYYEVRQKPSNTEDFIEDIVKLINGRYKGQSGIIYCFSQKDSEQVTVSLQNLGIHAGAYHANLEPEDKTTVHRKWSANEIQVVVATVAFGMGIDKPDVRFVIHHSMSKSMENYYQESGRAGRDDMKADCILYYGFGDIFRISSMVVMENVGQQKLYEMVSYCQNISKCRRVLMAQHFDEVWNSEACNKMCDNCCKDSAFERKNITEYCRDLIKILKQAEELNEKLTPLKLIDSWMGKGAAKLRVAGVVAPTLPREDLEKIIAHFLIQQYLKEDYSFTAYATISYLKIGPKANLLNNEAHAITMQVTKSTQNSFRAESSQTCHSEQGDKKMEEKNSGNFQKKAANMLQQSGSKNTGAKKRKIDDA
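50 nM RECQ1T1 preincubated 15 min with compound in Tris pH 8.0 buffer with MgCl2, DTT, Tween-20 and 2.5 ug/ml poly(dI-dC); started with 200 nM TAMRA/BHQ-2 forked duplex and 2 mM ATP. Unwinding read as fluorescence (525/598 nm), two reads 2 h apart.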
TRb-SRC2 inh: disrupts binding of human TR beta to SRC2; P10828; Potency, µM (highest dose often 106 µM), inactives show at the highest dose activity change, negative = inhibition, usual class: inhibitors; AID 1469; TRbeta-SRC2 peptide binding, fluorescence polarization; receptor liganded with 1 µM T3; 280,000 tested, 0.065% active;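 note: plate controls were bound peptide for no effect and peptide without receptor for full effect; nearly all actives have a fitted effect of over 50% in size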
Target sequence (P10828 whole entry, looked up): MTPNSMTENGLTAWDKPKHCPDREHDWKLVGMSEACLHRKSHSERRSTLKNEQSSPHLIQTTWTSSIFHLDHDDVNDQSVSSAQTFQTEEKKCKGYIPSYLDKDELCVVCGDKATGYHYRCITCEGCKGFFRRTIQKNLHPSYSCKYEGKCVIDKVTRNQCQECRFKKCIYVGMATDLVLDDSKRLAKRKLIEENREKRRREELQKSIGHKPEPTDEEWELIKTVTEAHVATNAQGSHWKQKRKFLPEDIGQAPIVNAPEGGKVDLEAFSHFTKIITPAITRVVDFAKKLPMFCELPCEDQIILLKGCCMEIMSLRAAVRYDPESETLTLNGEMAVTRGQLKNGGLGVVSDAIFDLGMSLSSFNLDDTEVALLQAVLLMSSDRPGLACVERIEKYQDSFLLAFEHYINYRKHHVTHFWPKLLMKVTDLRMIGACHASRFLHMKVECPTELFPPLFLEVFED
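Polarization signal, normalized between peptide-alone and full complex controls, measured compound effects on T3-liganded human TRb LBD (0.6 uM) binding 20 nM Texas Red SRC2 peptide after 5 hr.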
Tau FP inhib: tau fibrillization inhibition (FP) | P10636 | K18 P301L tau heparin fibrillization, Alexa594 FP, 6 h | Potency, µM (highest dose often 57.7 µM), for the others: at the highest dose activity, negative = inhibition, most hits filed as inhibitors | 280,000 tested, 0.39% active | AID 1468; note: % is set by controls: 0 for no effect and ±100 for the full control effect; nearly all actives have a fitted effect of over 55% in size
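FP of Alexa 594-tau after heparin (20 uM) induction. Substrate: human K18 P301L, 15 uM unlabeled, 0.24 uM labeled. Buffer 100 mM sodium acetate pH 7. 6 hr, 37 C.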
Tau fluor counter: counter-screen for tau fibril formation inhibitors. 280,000 tested, 0.93% active. AID 1463. tau K18 P301L Alexa594 fluorescence, heparin fibrillization. Potency, µM (series often up to 57.7 µM), for inactives: at the top dose activity change, negative = decrease; note: % is set by controls: 0 for no effect and ±100 for the full control effect; nearly all actives have a fitted effect of over 55% in size
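Human tau K18 P301L (15 uM unlabeled, 0.24 uM Alexa 594-labeled) in 100 mM sodium acetate pH 7 with 20 uM heparin, 6 hr at 37 C. ThT 30 uM added, 1 hr ambient; Alexa 594 FP and total fluorescence read at 555/632 nm.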
HTT ATP protect: Huntington cell model cytoprotection by ATP luminescence | PC12 HTT-Q103 induced, cytoprotection, ATP luminescence, 40 h | Potency, µM (top dose mostly 56.4 µM), inactives show cytoprotection (ATP increase), actives largely listed as activators | 230,000 tested, 0.14% active;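 note: % of control where 0% means no effect; nearly all actives have a fitted effect of over 45% in size; toxic huntingtin expression switched on by the ecdysone agonist tebufenozide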
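Stable PC12 Q103-GFP cells in serum-supplemented, phenol red-free DMEM; induction by tebufenozide at 100 nM final; compound dose series; cell viability quantified luminescently from ATP.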
TexasRed fluor: Texas Red fluorescence interference in TRb-SRC2 counter-screen; 280,000 tested, 0.29% active; Potency, µM (top dose mostly 106 µM), inactives show at the highest dose fluorescence change, negative = quenching; TRb/SRC2 Texas Red total fluorescence interference; active = well fitted curve in either direction with a large enough effect; inconclusive = small, poorly fitted or top-dose-only effect; note: % is set by controls: 0 for no effect and ±100 for the full control effect
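Human TRb ligand-binding domain at 0.6 uM with 20 nM Texas Red SRC2 peptide in Tris buffer containing 1 uM T3 and 5% DMSO, incubated with compound 5 h at ambient temperature. Total fluorescence (555/632 nm) calculated as parallel + 2 × perpendicular.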
L3MBTL1 block: L3MBTL1 (human) inhibition; AID 485360; AlphaScreen L3MBTL1–H3K9me1 peptide binding; Potency, µM (titrated, usually from 57.1 µM), for inactives: at the top dose activity, negative = inhibition, most hits filed as inhibitors; Q9Y468; 230,000 tested, 0.66% active; note: % is set by controls: 0 for no effect and ±100 for the full control effect; nearly all actives have a fitted effect of over 60% in size
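AlphaScreen assay: L3MBTL1 (50 nM final) was preincubated 30 min at room temperature with biotinylated H3(1-15)K9me1 peptide (75 nM final), then 30 min with library compounds; streptavidin donor and nickel chelate acceptor beads (10 ug/mL final) added, 30 min dark.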
Tau fibril ThT: blocks human tau fibril formation measured by thioflavin T; Potency, µM (titrated, usually from 57.4 µM), for the others: at the top dose activity, negative = inhibition, usual class: inhibitors; 270,000 tested, 2.1% active; P10636; recombinant tau K18 P301L (four-repeat tau fragment), heparin-induced fibrillization, ThT fluorescence; AID 1460; note: % is set by controls: 0 for no effect and ±100 for the full control effect; nearly all actives have a fitted effect of over 55% in size
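Heparin-induced fibrillization of the P301L-mutant K18 repeat-domain fragment of human tau was followed by ThT binding in quantitative high-throughput format.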
Numbers without * were called inactive; i = inactive; ? = inconclusive; . = not tested or not shown; & = joins results of further samples; [ ] = another dose, or the depositor's remark. Unless noted, calls come from the whole dose curve; as a rule, active = well fitted curve in the direction sought with a large enough effect; inconclusive = small, poorly fitted or top-dose-only effect, or another doubt; inactive = no such curve, though single readings can be large; an effect the other way counts as inactive or inconclusive. Potency is the fitted concentration of half-maximal effect.

1: COc1cc2c(C(=O)N3CCN(c4ccc(F)cc4)CC3)cn(CC(C)C)c(=O)c2cc1OC
2: O=C(Cn1c(=O)oc2cc(S(=O)(=O)N3CCCC3)ccc21)Nc1ccc(F)cc1F
3: O=C(c1ccc(CSc2nc3ccncc3n2Cc2ccccc2)cc1)N1CCCCCC1
4: CC(NC(=O)CCC(=O)NC(C)C1COc2ccccc2O1)C1COc2ccccc2O1 (stereo unspecified)
5: CCOc1ccc2nc3cc(N)ccc3c(N)c2c1
6: COc1ccc(CNC(=O)Cn2ncc3c(=O)oc4ccc(C)cc4c32)c(OC)c1
assay / compound,1,2,3,4,5,6
RECQ1 inh,.,.,.,-12.3%,i,.
TRb-SRC2 inh,-8.2%,8.6%,3.1%,-10.0%,-1.5%&7.8%,-2.7%
Tau FP inhib,3.4%,-8.5%,-6.0%,10.7%,?,-11.7%
Tau fluor counter,-10.5%,-10.2%,-4.7%,-25.9%,12.6µM*[quencher],-16.8%
HTT ATP protect,.,.,.,-18.6%,-140.2%&-11.2%[inhibitor],.
TexasRed fluor,-0.8%,-0.9%,0.1%,-0.5%,?,-3.1%
L3MBTL1 block,.,.,.,1.1%,.,.
Tau fibril ThT,-10.0%,-4.5%,-8.4%,?,7.08µM*,0.6%

7: CCOC(=O)C(=Cc1ccc(OCc2ccc([N+](=O)[O-])cc2)c(OC)c1)C(=O)OCC
8: COC(C(=O)Nc1ccc(Cl)cc1C)c1ccccc1 (stereo unspecified)
9: CCOC(=O)COc1nc(C)c(Br)c(OC)n1
10: S=C1NCN(Cc2ccccc2)CN1
11: CCOC(=O)/C(=C/Nc1ccc(F)c(F)c1)[N+](=O)[O-]
12: COc1ccc(C[C@H]2CN3C(=NC[C@@H]3Cc3ccccc3)N2CCNC(=O)c2ccc(C)c(Br)c2)cc1
assay / compound,7,8,9,10,11,12
RECQ1 inh,-15.4%,-5.1%,-2.8%,-3.1%,-0.2%,-1.5%
TRb-SRC2 inh,-7.5%,1.6%,-7.7%,7.3%,6.0%,6.6%
Tau FP inhib,-0.2%,4.2%,-1.2%,-4.3%,4.5%,0.5%
Tau fluor counter,-29.2%,2.2%,0.3%,-5.6%,4.7%,-3.9%
HTT ATP protect,1.7%[10 µM],.,6.2%,4.4%[10 µM],33.7%[10 µM],-24.9%[10 µM]
TexasRed fluor,0.8%,-2.2%,-8.9%,2.4%,-7.1%,0.6%
L3MBTL1 block,-7.1%,4.0%,-1.3%,-6.7%,0.9%,-18.7%
Tau fibril ThT,?,-3.8%,-0.7%,-4.9%,-9.0%,?

13: O=C(COc1cc(Cl)c(Cl)cc1Cl)NC(=O)Nc1ccc2c(c1)OCCO2
14: O=C(CNc1ccccc1)N/N=C/c1cn(-c2ccccc2)nc1-c1ccccc1
15: CC(=O)c1c(C)[nH]c(C(=O)OCC(=O)Nc2sc3c(c2C#N)CCC(C)C3)c1C (stereo unspecified)
16: COc1ccc(-n2cnnc2SCc2ncc(-c3ccccc3)o2)cc1
17: Cc1cc(C)c(C#N)c(SCC(=O)c2cccs2)n1
18: COc1ccc(NC(=O)c2nc(SCc3ccccc3F)ncc2Cl)cc1
assay / compound,13,14,15,16,17,18
RECQ1 inh,3.9%,-0.8%,18.1%,i,i,.
TRb-SRC2 inh,-1.0%,2.4%,-0.8%,-18.6%,-5.5%,-4.7%
Tau FP inhib,-3.1%,9.1%,-3.6%,-2.8%,-2.4%,?
Tau fluor counter,-8.9%,?,?,-1.2%,-13.8%,-16.6%
HTT ATP protect,-2.3%[10 µM],-2.3%[10 µM],-8.2%[10 µM],-21.2%,-17.4%,.
TexasRed fluor,-0.1%,-3.5%,-3.7%,1.9%,-4.1%,-0.6%
L3MBTL1 block,0.1%,-6.5%,.,3.5%,.,.
Tau fibril ThT,?,7.3%,-14.9%,-5.6%,?,2.4%

19: CCOc1ccc(-c2nc(Cn3c(=O)cc(C)c4c(C)nn(-c5ccccc5)c43)c(C)o2)cc1
20: CC1(C)OC(=O)C(=NNc2ccc(C(=O)O)cc2)C(=O)O1
21: COc1ccc(N2CC(O)=C(c3nc(-c4ccc(F)cc4)cs3)C2=N)cc1Cl
22: O=C1C2(c3ccccc3)CN(CCCO)CC1(c1ccccc1)CN(CCCO)C2
23: O=C(NCCNCCO)c1c(O)c2cccc3c2n(c1=O)CCC3
24: COc1cccc(OCc2nc3c4cnn(-c5ccccc5)c4ncn3n2)c1
assay / compound,19,20,21,22,23,24
RECQ1 inh,.,0.8%,-12.1%,-0.8%,-3.8%,-2.0%
TRb-SRC2 inh,7.5%,-0.4%,-1.9%,0.6%,-11.8%,12.2%
Tau FP inhib,-7.0%,-4.7%,-7.9%,-1.0%,9.7%,3.8%
Tau fluor counter,-0.7%,-15.2%,-24.6%,9.8%,1.5%,0.3%
HTT ATP protect,.,-5.3%[10 µM],-58.3%[inhibitor],-14.0%,-8.9%,-22.8%[0.074 µM]
TexasRed fluor,0.8%,-2.5%,-5.1%,0.4%,0.6%,1.2%
L3MBTL1 block,.,.,6.1%,.,.,-16.1%
Tau fibril ThT,-4.8%,.,-12.2%,8.5%,-3.8%,?

25: CCCCOc1ccc(N2C(=O)CC(NCc3ccncc3)C2=O)cc1 (stereo unspecified)
26: CCNc1ccc(C(=O)OCC(=O)NCCN2C(=O)CSC2=O)cc1[N+](=O)[O-]
27: COC(=O)N/N=C(\C)c1ccc(C)c([N+](=O)[O-])c1
28: O=S1(=O)C=C(SCc2cccc(Cl)c2)Nc2ccccc21
29: CCOC(=O)c1cc(C(=O)OCC)cc(-n2c(C)cc(C(=O)CN3CCOCC3)c2C)c1
30: COc1ccc(NC(=S)NC(=O)CC(C)C)c(OC)c1
assay / compound,25,26,27,28,29,30
RECQ1 inh,-11.8%,?,-2.1%,-0.2%,-3.0%,-13.3%
TRb-SRC2 inh,5.4%,5.0%,6.6%,1.8%,-0.8%,-5.4%
Tau FP inhib,-10.2%,1.3%,4.3%,-7.7%,-1.5%,1.9%
Tau fluor counter,-14.8%,-0.9%,-1.7%,-14.2%,-0.1%,-10.3%
HTT ATP protect,3.3%,?,9.3%[10 µM],1.3%,-22.6%[10 µM],.
TexasRed fluor,-2.3%,-0.7%,-9.1%,-0.6%,-2.4%,-3.5%
L3MBTL1 block,.,-27.1%,3.0%,0.6%,-3.8%,-7.8%
Tau fibril ThT,-16.9%,-12.5%,3.2%,1.4%,-7.7%,-4.0%

In the list so far, these have a thiophene ring, fused or not:
15: CC(=O)c1c(C)[nH]c(C(=O)OCC(=O)Nc2sc3c(c2C#N)CCC(C)C3)c1C (stereo unspecified)
17: Cc1cc(C)c(C#N)c(SCC(=O)c2cccs2)n1
assay / compound,15,17
RECQ1 inh,18.1%,i
TRb-SRC2 inh,-0.8%,-5.5%
Tau FP inhib,-3.6%,-2.4%
Tau fluor counter,?,-13.8%
HTT ATP protect,-8.2%[10 µM],-17.4%
TexasRed fluor,-3.7%,-4.1%
L3MBTL1 block,.,.
Tau fibril ThT,-14.9%,?

(listing goes on)
31: CCCCOc1ccc(CNC(=O)Cn2ncn3c(cc4cc(F)ccc43)c2=O)cc1
32: COc1ccc(CCNC(=O)CSc2cc(=O)[nH]c(N)n2)cc1OC
33: CC(C)C1=C2OC(N)=C(C#N)C(C#N)=C2C(C)CC1 (stereo unspecified)
34: CCCCc1ccc(NC(=O)Cn2nnc3sc4c(c3c2=O)CCC(C)C4)cc1 (stereo unspecified)
35: Cc1ccc(CNC(=O)C(NS(=O)(=O)c2ccc3nc(C)sc3c2)C(C)C)cc1 (stereo unspecified)
36: COc1ccc(-c2nc(Cn3c(SCc4ccccc4F)nc4ccncc43)c(C)o2)cc1OC
assay / compound,31,32,33,34,35,36
RECQ1 inh,.,-1.0%,-3.0%,.,-10.3%,.
TRb-SRC2 inh,3.0%,-4.1%,9.2%,-2.9%,11.0%,3.6%
Tau FP inhib,-8.8%,2.2%,-2.8%,?,0.3%,2.4%
Tau fluor counter,9.4%,7.1%,-0.8%,-26.4%,1.4%,-7.5%
HTT ATP protect,.,5.8%,-5.3%,.,19.9%,.
TexasRed fluor,2.0%,-4.7%,-0.8%,-18.1%,-2.0%,-1.2%
L3MBTL1 block,.,1.4%,-9.4%,.,4.3%,.
Tau fibril ThT,2.3%,7.8%,6.6%,-4.5%,-3.2%,?

37: CCOc1cc(-c2nc(-c3ccc(-c4ccc(OC)cc4)nc3OC)no2)cc(OCC)c1OCC
38: CNS(=O)(=O)c1cccc(C(=O)OCC(=O)Nc2ccc(Cl)cn2)c1
39: COCCn1c(C)cc(O)c(C(c2ccccc2)N2CCN(CCO)CC2)c1=O (stereo unspecified)
40: CC(=O)Nc1cccc(/C(C)=N/NC(=O)c2ccc(O)cc2)c1
41: CCOC(=O)C1=C(C)NC(C)=C(C(=O)OCC)C1c1ccccn1
42: CCOC(=O)Cn1nc(-c2ccccc2)ccc1=O
43: CCCCC[C@H](O)CC[C@H]1[C@H](O)CC(=O)[C@@H]1CCCCCCC(=O)O
assay / compound,37,38,39,40,41,42,43
RECQ1 inh,.,i,.,-2.0%,-4.2%,-5.7%,7.9%&-5.4%
TRb-SRC2 inh,4.9%,6.4%,0.1%,11.3%,3.7%,-10.1%,-1.5%&2.7%
Tau FP inhib,2.5%,1.5%,?,-2.9%,11.3%,3.2%,-9.1%&-4.9%
Tau fluor counter,-21.7%,-13.4%,6.4%,-3.3%,0.4%,-4.0%,-5.8%&1.2%
HTT ATP protect,.,6.5%[10 µM],.,-61.1%[inhibitor],-9.9%,-6.4%,?
TexasRed fluor,3.9%,3.0%,0.2%,-1.1%,0.8%,-2.9%,-1.9%&-1.1%
L3MBTL1 block,.,.,.,2.4%,6.2%,5.9%,.
Tau fibril ThT,-20.1%,-15.8%,?,-2.0%,1.9%,1.1%,-2.4%&-4.0%

The list is partial. The share of hits here may be higher or lower than overall.
